# DNMT1 block: inhibitors of human DNMT1; DNMT1 molecular beacon, Hinp1I cleavage, fluorescence; inhibition (reported as % activation of signal), % at 10 µM; 360,000 tested, 0.83% active; in the data active = inhibition above about 50%
# Target sequence (P26358 504-1616 limits assumed): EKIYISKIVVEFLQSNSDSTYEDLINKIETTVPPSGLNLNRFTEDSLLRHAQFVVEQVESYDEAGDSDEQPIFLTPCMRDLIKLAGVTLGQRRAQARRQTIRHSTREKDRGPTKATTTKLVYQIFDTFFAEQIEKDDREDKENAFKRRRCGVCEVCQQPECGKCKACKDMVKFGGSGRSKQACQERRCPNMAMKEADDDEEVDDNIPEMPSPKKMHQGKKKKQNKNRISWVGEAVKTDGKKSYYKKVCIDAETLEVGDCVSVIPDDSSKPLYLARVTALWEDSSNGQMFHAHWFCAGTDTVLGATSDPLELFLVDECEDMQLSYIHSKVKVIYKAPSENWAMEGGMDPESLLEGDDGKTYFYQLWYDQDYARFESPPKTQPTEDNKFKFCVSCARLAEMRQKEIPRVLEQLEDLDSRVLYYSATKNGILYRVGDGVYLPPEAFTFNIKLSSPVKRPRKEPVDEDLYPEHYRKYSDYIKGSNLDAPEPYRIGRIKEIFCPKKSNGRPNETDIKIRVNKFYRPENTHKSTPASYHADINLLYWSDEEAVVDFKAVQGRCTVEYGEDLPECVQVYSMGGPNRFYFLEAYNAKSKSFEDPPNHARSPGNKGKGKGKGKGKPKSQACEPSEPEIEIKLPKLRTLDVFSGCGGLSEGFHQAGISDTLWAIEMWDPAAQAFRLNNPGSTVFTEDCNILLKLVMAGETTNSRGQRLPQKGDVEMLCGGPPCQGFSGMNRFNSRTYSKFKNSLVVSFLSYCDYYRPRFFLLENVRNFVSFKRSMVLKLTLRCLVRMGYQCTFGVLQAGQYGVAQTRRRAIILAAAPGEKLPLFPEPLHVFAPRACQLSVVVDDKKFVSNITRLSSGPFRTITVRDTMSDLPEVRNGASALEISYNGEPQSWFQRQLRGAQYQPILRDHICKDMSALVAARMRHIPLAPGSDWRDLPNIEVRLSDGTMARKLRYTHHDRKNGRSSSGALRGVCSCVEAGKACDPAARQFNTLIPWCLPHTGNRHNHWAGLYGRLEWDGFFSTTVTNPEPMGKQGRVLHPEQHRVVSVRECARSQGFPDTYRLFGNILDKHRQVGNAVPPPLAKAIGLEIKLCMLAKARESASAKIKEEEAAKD
# CSN deneddyl inh: inhibitors of human CSN-mediated cullin deneddylation; Q92905; Purified CSN, SCF-Nedd8-OG deneddylation, fluorescence polarization; inhibition, % at 12.5 µM; 360,000 tested, 0.38% active; AID 651999;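 active = pattern-corrected inhibition above about 35%, with an unprinted fluorescence ratio check between 0.5 and 1.5, limit read from the data, passing the limit was not always enough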;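 also: 0% = enzyme with substrate and 100% = substrate without enzyme; some results filed as inactive read as strong as hits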
#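 Assay system: Purified human Csn5 enzyme expressed in HEK293T cells | Amount: Enzyme 0.24 nM | Measured by: Fluorescence polarization readout | Medium: Tris/NaCl/DTT buffer, pH 7.5 | Compound dosing: One concentration, 12.5 µM, 0.25% DMSO | Times: 90 min incubation of compound, enzyme and substrate at room temperature | Control set: no-enzyme wells high, enzyme-with-substrate wells low | Read-out: % inhibition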
# Rpn11 block: inhibitors of human proteasome Rpn11 | human 26S proteasome, Ub4-pepOG fluorescence polarization; 20S core pre-blocked with epoxomicin | calls only at 20 µM | 360,000 tested, 0.59% active | AID 588493;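 active = inhibition at 20 µM, scaled to each plate's controls, above about 33%, limit read from the data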
# STEP block: inhibitors of human striatal-enriched phosphatase STEP | P54829 | recombinant STEP, OMFP fluorogenic substrate, fluorescence | inhibition, % at 20 µM | 360,000 tested, 0.25% active;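 active = inhibition at 20 µM, scaled per plate between control wells, above about 37%, limit read from the data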;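 also: 0% = DMSO with enzyme and substrate and 100% = substrate only without enzyme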
#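 Also added – OMFP at 25 µM · Test system – STEP tyrosine phosphatase · Technique – FITC-channel fluorescence of OMFP product · Schedule – 20 min at room temperature, dark · Evaluation – control-normalized % inhibition with plate pattern correction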
# Scp1 inh: blocks human Scp-1 phosphatase activity. Q9GZU7. 340,000 tested, 0.88% active. Recombinant Scp1, phosphopeptide, malachite green phosphate absorbance. inhibition, % at 20 µM. AID 493091;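 active = inhibition above about 50% at 20 µM, limit read from the data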;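 also: plate controls were DMSO wells with enzyme for no effect and wells lacking enzyme for full effect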
#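 Times: enzyme reaction 45 min at room temperature, colour 5 min, stabilisation 30 min. Material: SCP-1 catalytic fragment, aa 76-261. Medium: Acidic Tris acetate buffer with magnesium and detergent. Signal: colorimetric free-phosphate detection, absorbance 630 nm. Read-out basis: % inhibition of SCP-1 phosphate liberation. Reagent: Phosphorylated 17-residue peptide substrate.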
# MsrA inh: inhibitors of bovine MsrA. purified bovine MsrA, absorbance read-out. inhibition, % at 15.5 µM. 360,000 tested, 0.75% active. AID 651718; in the data active = inhibition above about 4.5%;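 also: 0% = vehicle wells with enzyme and 100% = reference inhibitor wells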
# LMPTP inh: blocks human LMPTP phosphatase. P24666. inhibition, % at 20 µM. 360,000 tested, 0.22% active. recombinant LMPTP-A, OMFP fluorogenic substrate, fluorescence intensity;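 active = compounds that cut the enzyme signal by at least half of the control window in the single-dose screen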;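 also: plate controls were DMSO wells with enzyme plus substrate for no effect and substrate without enzyme for full effect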
#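 Buffer or medium: Bis-Tris pH 6.0, DTT, detergent; Assay system: LMPTP-A enzyme; Quantity: 0.625 nM enzyme; Detection: endpoint fluorescence intensity; Times: 50 min dark incubation at room temperature; Controls: substrate-only low control, DMSO enzyme-plus-substrate high control; Doses: single 20 µM dose; Read-out: percent inhibition versus substrate-only and uninhibited controls; Reagent: 400 µM OMFP.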
# TbMetRS inhib: Trypanosoma brucei MetRS inhibition | 360,000 tested, 0.4% active | purified T. brucei MetRS, ATP depletion, Kinase-Glo luminescence | inhibition, % at 11.9 µM;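 active = inhibition above a per-plate cutoff of the control wells' mean inhibition plus 3 SD, cut at about 5.5% in these data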;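 also: 0% = DMSO wells median and 100% = median of wells with control inhibitor compound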
#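 Dosing: 11.9 µM single point; system: parasite MetRS enzyme; technique: luminescence of leftover ATP; times: 15 min enzyme-compound preincubation, 2 h reaction, 10 min detection, 25 °C; replicates: each compound tested once; read-out basis: percent inhibition relative to median high and low control wells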
# SUMO1-SIM PPI: SUMO1-SIM interaction modulation; P63165; SUMO1 binding to a labelled peptide, TR-FRET, 1 h; inhibition, % at 20 µM; 360,000 tested, 0.33% active; in the data active = inhibition above about 37%
# NadD inh: NadD (S. aureus) enzyme inhibition; 360,000 tested, 0.78% active; purified NadD enzyme, colorimetric absorbance read-out; inhibition, % at 20 µM; in the data active = inhibition above about 26%; also: some compounds past the cut are filed as inactive
# * hit, by the source's call; i = inactive; x = not tested or not shown.
1	N#Cc1nc(COc2ccccc2)oc1NCCN1CCOCC1
2	Cc1nn2c3ccccc3n(CCN3CCCCC3)c2nc1=O
3	O=c1cc(-c2ccccc2)nc(/C=C/c2ccccc2)[nH]1
4	CC(C)[C@H](NC(=O)C1CCN(S(=O)(=O)c2ccc(F)cc2)CC1)C(=O)NCc1ccncc1
5	CCOc1ccccc1Nc1nnc(SCC(=O)NC2CC2)s1
Screen / compound no.	1	2	3	4	5
DNMT1 block	-0.4	3.1	7.9	-0.4	-1.2
CSN deneddyl inh	1.7	-0.3	-3.5	-4.2	-0.6
Rpn11 block	i	i	i	i	i
STEP block	2.8	1.7	1.2	-2.5	0.0
Scp1 inh	-2.9	-3.6	-12.3	-11.2	16.8
MsrA inh	-0.9	2.3	-1.1	-0.3	0.3
LMPTP inh	-3.4	0.9	-0.3	-0.9	0.3
TbMetRS inhib	-0.4	-1.3	-0.6	0.1	-0.1
SUMO1-SIM PPI	1.9	-0.9	-3.8	3.5	3.6
NadD inh	4.6	-3.7	-4.6	-0.8	-2.8

6	O=C(CN1CCOCC1)N1CCN(c2ccc([N+](=O)[O-])cc2)CC1
7	Cc1ccc(-c2nc(CCNC(=O)c3ccco3)cs2)cc1
8	CCCNC(=O)C(=O)NCC1CCCN1CC (configuration not stated)
9	O=C(Cn1c(-c2ccccc2)noc1=O)Nc1ccc(S(=O)(=O)N2CCOCC2)cc1
10	O=S1(=O)CC(N2CCCCC2)CN1Cc1cn(Cc2cccc(Cl)c2)nn1 (configuration not stated)
Screen / compound no.	6	7	8	9	10
DNMT1 block	0.5	4.5	-2.0	0.5	x
CSN deneddyl inh	3.5	3.9	3.8	-1.6	0.6
Rpn11 block	i	i	i	i	x
STEP block	0.6	-0.3	-4.1	-1.4	x
Scp1 inh	-10.7	-3.5	-4.7	-7.7	x
MsrA inh	1.1	2.0	0.1	0.2	-1.7
LMPTP inh	1.0	-0.6	-1.9	0.0	-0.2
TbMetRS inhib	-0.5	0.2	-0.1	1.0	0.2
SUMO1-SIM PPI	-25.3	-6.0	-1.6	2.1	5.4
NadD inh	0.6	-3.7	-1.0	10.3	-1.2

# Just MsrA inh and TbMetRS inhib (2 entries from above):
item | Structure | MsrA inh | TbMetRS inhib
6 | O=C(CN1CCOCC1)N1CCN(c2ccc([N+](=O)[O-])cc2)CC1 | 1.1 | -0.5
7 | Cc1ccc(-c2nc(CCNC(=O)c3ccco3)cs2)cc1 | 2.0 | 0.2

# Remaining list, next part.
11	COc1ccc(/C=C/c2ccc(=O)n(Cc3ccccc3)n2)cc1
12	Cc1ccc(S(=O)(=O)NC(=O)Nc2c(C)n(C)n(-c3ccccc3)c2=O)cc1
13	COc1ccc2c(c1)[nH]c1c(=O)n(CCN3CCCC3)cnc12
14	CCOC(=O)[C@]12CCCC=C1N(Cc1ccccc1)C(=O)[C@H](CC(=O)NCc1cccs1)C2
15	O=C(Nc1ccnn1C1CCN(Cc2cc(Cl)ccc2O)CC1)C1CC1
Screen / compound no.	11	12	13	14	15
DNMT1 block	-3.8	0.1	-0.1	x	-3.8
CSN deneddyl inh	-11.7	-2.3	2.8	3.3	2.3
Rpn11 block	i	i	i	x	i
STEP block	-2.9	-2.5	1.5	x	-0.6
Scp1 inh	-4.1	-2.7	-4.6	x	-1.1
MsrA inh	-0.2	1.4	0.4	1.5	-0.6
LMPTP inh	1.2	-0.2	0.6	-1.5	-0.1
TbMetRS inhib	-0.5	0.0	0.0	-0.9	-0.1
SUMO1-SIM PPI	-19.3	-3.4	5.7	1.0	4.5
NadD inh	-7.1	6.9	-7.0	x	-3.0

16	COc1ccc(CN2CCN(C3CCSCC3)CC2CCO)c(C)c1C (configuration not stated)
17	O=[N+]([O-])c1ccc(S(=O)(=O)N/N=C/c2cccs2)cc1
18	CN(CC(=O)Nc1ccc(F)cc1)C(=O)CSc1ncccn1
19	CCCCc1ccc(-c2ccc(C)cc2O)nc1
20	NC(=O)C(C1=CCCCC1)c1ccccc1 (configuration not stated)
Screen / compound no.	16	17	18	19	20
DNMT1 block	-3.4	5.9	0.2	1.2	5.5
CSN deneddyl inh	-0.5	-3.5	1.7	0.2	4.6
Rpn11 block	i	i	i	i	i
STEP block	0.1	1.1	-1.9	2.9	-3.0
Scp1 inh	-6.5	-1.4	-5.7	-8.1	-9.6
MsrA inh	-0.8	0.3	-0.5	0.6	0.5
LMPTP inh	0.0	-0.4	-0.2	1.6	-4.7
TbMetRS inhib	-0.1	-0.3	-0.1	-0.3	-0.4
SUMO1-SIM PPI	-1.0	-20.6	2.0	-6.5	-0.6
NadD inh	-6.7	-5.4	1.0	6.5	-2.1

21	CCOCCCNC(=O)CS(=O)(=O)Cc1nc(-c2cccc(OC)c2)oc1C
22	COc1ccc(/C=C/c2noc(-c3ccccc3OC(C)=O)n2)cc1
23	Cc1ccc(C2=NS(=O)(=O)N(C)C(C(=O)NC(C)c3ccccc3)=C2)cc1 (configuration not stated)
24	N#Cc1ccsc1NC(=O)CN1CCN(S(=O)(=O)c2cc(Cl)ccc2Cl)CC1
25	O=C(N/N=C/c1cccnc1)NC12CC3CC(CC(C3)C1)C2
Screen / compound no.	21	22	23	24	25
DNMT1 block	0.5	-10.0	-7.1	-6.2	10.4
CSN deneddyl inh	-4.2	-0.8	1.7	1.9	-1.6
Rpn11 block	i	i	i	i	i
STEP block	-1.6	-0.8	-1.8	-1.3	1.9
Scp1 inh	2.3	-15.2	-6.5	15.6	-10.5
MsrA inh	0.0	-0.4	1.6	0.3	0.0
LMPTP inh	-0.5	4.0	0.1	1.6	-0.7
TbMetRS inhib	-0.4	-0.7	0.0	0.0	0.3
SUMO1-SIM PPI	0.6	-4.8	-19.7	2.5	-2.6
NadD inh	-2.0	-6.5	-2.2	21.5	2.6

# An excerpt of these results, with two lines to a compound.
# Each structure is followed by: DNMT1 block | CSN deneddyl inh | Rpn11 block | STEP block | Scp1 inh | MsrA inh | LMPTP inh | TbMetRS inhib | SUMO1-SIM PPI | NadD inh
[25] O=C(N/N=C/c1cccnc1)NC12CC3CC(CC(C3)C1)C2
    10.4 | -1.6 | i | 1.9 | -10.5 | 0.0 | -0.7 | 0.3 | -2.6 | 2.6
[23] Cc1ccc(C2=NS(=O)(=O)N(C)C(C(=O)NC(C)c3ccccc3)=C2)cc1 (configuration not stated)
    -7.1 | 1.7 | i | -1.8 | -6.5 | 1.6 | 0.1 | 0.0 | -19.7 | -2.2
[24] N#Cc1ccsc1NC(=O)CN1CCN(S(=O)(=O)c2cc(Cl)ccc2Cl)CC1
    -6.2 | 1.9 | i | -1.3 | 15.6 | 0.3 | 1.6 | 0.0 | 2.5 | 21.5

# Carrying on.
26	O=C1C=C(N2CCOCC2)CCC1
27	Cc1ccc([C@@H]2C[C@H]3[C@@H](CN2S(=O)(=O)c2ccc(Cl)cc2)C(=O)C[C@@H](c2ccccc2F)N3S(=O)(=O)c2ccc(C)cc2)cc1
28	CC1CCN(CCCNC(=O)c2nn(C)c3c2CS(=O)(=O)c2ccccc2-3)CC1
29	Cc1ccc(NC(=O)N2CCC(C(N)=O)CC2)cc1
30	O=C(Nc1ccccc1Oc1ccccc1)C1CCCC1
Screen / compound no.	26	27	28	29	30
DNMT1 block	0.1	0.6	1.9	5.7	3.8
CSN deneddyl inh	-0.3	-3.0	0.8	-7.4	-9.1
Rpn11 block	i	i	i	i	i
STEP block	1.4	2.2	-2.8	-1.8	-0.9
Scp1 inh	-8.5	x	-0.3	-0.4	-11.2
MsrA inh	0.6	0.6	-0.5	0.7	-0.2
LMPTP inh	0.9	1.0	-0.5	-1.9	2.4
TbMetRS inhib	-0.4	0.2	0.3	-0.3	-0.3
SUMO1-SIM PPI	3.5	-4.3	-1.8	-0.3	-3.2
NadD inh	-1.0	25.2	-2.1	-3.5	-4.5

31	Cc1cc(N2CCCCC2)nc(NCc2ccccc2)n1
32	CCOC(=O)C1=C(C)NC(=O)C(C(N)=O)C1c1ccccc1 (configuration not stated)
33	CC1(C)NC(=O)N(CCCOc2ccc3c(c2)CCC3)C1=O
34	O=C(/C=C/Nc1ccc(S(=O)(=O)Nc2cnc3ccccc3n2)cc1)c1ccccc1
35	S=c1[nH]nc(-c2cc3c(s2)-c2ccccc2CC3)o1
Screen / compound no.	31	32	33	34	35
DNMT1 block	-1.9	3.8	-8.4	-3.7	-3.2
CSN deneddyl inh	-1.5	-1.7	-0.3	2.7	1.0
Rpn11 block	i	i	i	i	i
STEP block	0.4	-0.7	-0.6	4.1	3.6
Scp1 inh	9.4	0.2	-4.3	-9.0	-8.1
MsrA inh	-0.8	-0.9	1.3	-0.2	3.6
LMPTP inh	2.9	-1.0	1.1	-0.8	-1.7
TbMetRS inhib	2.4	0.1	0.1	-0.8	-0.5
SUMO1-SIM PPI	-0.3	4.2	0.6	-5.5	7.5
NadD inh	-5.9	0.2	0.0	-6.5	2.3

36	CCCCn1c(N)c(N(CC)C(=O)c2cccc(C)c2)c(=O)[nH]c1=O
37	CCN(C(=O)CN1C(=O)S/C(=C\c2cccc(Cl)c2)C1=O)C1CCS(=O)(=O)C1 (configuration not stated)
38	COc1ccc(OC)c(NC(=O)CNC(=O)Cn2c(C)cc3ccccc3c2=O)c1
39	CCn1c(=O)c([N+](=O)[O-])c(NCc2ccco2)c2ccccc21
40	CC(C(=O)Nc1ccc(OCc2ccccc2)cc1)N1CCCC1 (configuration not stated)
41	COc1ccc(-c2cc(C(F)(F)F)n3nc(C(=O)N4CCN(C(=O)c5ccco5)CC4)cc3n2)cc1
Screen / compound no.	36	37	38	39	40	41
DNMT1 block	-0.3	-1.4	-8.4	-0.8	-0.8	2.3
CSN deneddyl inh	-2.2	4.5	-1.1	0.7	-2.6	0.5
Rpn11 block	i	i	i	i	i	i
STEP block	-0.6	2.1	-2.5	0.7	-2.8	3.1
Scp1 inh	-0.8	-4.0	-3.4	-18.7	-4.0	-16.1
MsrA inh	-1.6	2.2	-0.3	2.1	1.1	-0.4
LMPTP inh	-0.4	-0.4	-0.5	1.2	0.4	-0.1
TbMetRS inhib	0.1	0.0	-1.3	4.1	-1.0	0.4
SUMO1-SIM PPI	3.1	-31.7	-2.5	-1.3	1.0	-23.9
NadD inh	0.7	2.2	-4.3	1.2	-1.7	2.9

# From PubChem
